Screening data (PubChem)
Yfh1-depleted yeast = mitochondrial function rescue without frataxin homolog – Friedreich's ataxia, plus single-dose screen, dose response (AID 1465); S. cerevisiae Yfh1-off respiration, WST-1 reduction, 72 h; higher fold induction means a stronger effect; one-dose fold induction at 50 µM; EC50 in µM for titrated hits; hit rate 0.074% among 220,000;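 active means fold induction of absorbance versus untreated yeast above a set limit, then at least 30% activation at any dose in follow-up; inconclusive means repeats straddling the limit, or above it without dose testing; inactive means fold induction below the set limit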;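 further: activators that raise dye reduction in frataxin-depleted yeast; strong numbers were not always called active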
HEK293 NOD2/NF-kB = inhibition of NOD2-driven NF-kB reporter – cell-based, luminescence, uHTS, HEK293 (AID 1566); HEK293 NOD2/NF-kB luciferase reporter, luminescence; higher % means a stronger effect; inhibition, % at 4 µM, or EC50 in µM where a hit was titrated; hit rate 0.63% among 290,000; in the data active means inhibition above about 50%; further: many of its hits are not listed in these tables
bCat nuc transl = modulators of beta-catenin nuclear translocation; HeLa beta-catenin nuclear translocation, immunofluorescence imaging; nuclear translocation activity, % at 5 µM; hit rate 0.3% among 190,000;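 active means nuclear translocation activity above 50% at 5 µM, with a well cell count of 50 or more; inconclusive means wells under 50 cells across six images, flagged as toxic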;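 further: per-cell ratio of nuclear to cytoplasmic median beta-catenin stain intensity; plate controls were DMSO negative control for no effect and GSK-3 inhibitor IX positive control for full effect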
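Signal – beta-catenin immunofluorescence imaging with DAPI · Test system – human HeLa cell line · Dosing – 5 µM primary single dose, 0.1% DMSO, 0.02–20 µM confirmation series · Measure – % activation, nuclear-to-cytoplasmic median beta-catenin signal ratio per cell · Incubation – 24 h compound exposure at 37°C, 5% CO2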
Ins promoter up = MIN6 insulin promoter up-regulation; MIN6 insulin promoter-GFP reporter, high-content imaging; stronger effect = higher value; z-score at 5 µM; hit rate 0.3% among 190,000;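 active means z-score above 3 at 5 µM with at least 500 cells counted in the well; inconclusive means wells under 500 cells, flagged as cytotoxic or low count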
MT stabilizer = stabilizes microtubules in HeLa cells; HeLa tubulin immunostaining HCS, 24 h; share of cells brighter than vehicle mean+2SD; % tubulin-high responders, % at 10 µM; hit rate 0.83% among 200,000;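 active means plate Z-score above 3 for both tubulin-high and condensed-nucleus cell shares, with cell loss under 80%, at 10 µM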;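 further: anti alpha tubulin signal scored within the nucleus-defined area of each cell; some results filed as inactive read as strong as hits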
Autophagy HCS = autophagy modulation, high-content screen. hit rate 0.98% among 190,000. calls only at 10 µM (by protocol). AID 463193. MEF GFP-LC3 puncta imaging; test concentration mostly 10 µM;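 active means percentage of spot-positive cells more than 3 SD above its plate mean, without a fluorescence outlier flag or 80% toxicity; inconclusive means no clear call, values can overlap the other calls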;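 further: spot-positive cell cutoff set from DMSO-treated cells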
Lipid droplet = modulators of hepatic lipid droplet formation; AML12 mouse hepatocytes, oleate lipid droplets, BODIPY imaging; inhibition, % at 6.5 µM; hit rate 0.4% among 240,000;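 active means lipid droplet intensity inhibited by at least 50%, with more than 500 cells counted; inconclusive means wells with under 300 cells, treated as cytotoxic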
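Technique: fluorescence imaging, 20x objective, two fields per well / Assay system: AML12 hepatocytes (mouse) / Measure: % inhibition of lipid droplet signal / Doses: 6.5 µM single-point dosing / Incubation: overnight exposure / Reagent: 100 µM oleic acid challenge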
WT yeast gro inh = growth inhibition of WT yeast, mitochondrial fusion screen | hit rate 2.1% among 190,000 | inhibition, % at 10 µM | mitochondrial fusion phenotypic screen, WT strain | AID 1362; in the data active means inhibition above about 58%; tested in S. cerevisiae
Dynein cargo inh = dynein cargo transport inhibition; 3617.4 mouse cells, GR-EGFP nuclear translocation imaging; test concentration mostly 20 µM; stimulated with dexamethasone, 1 µM; stronger effect = lower value; z-score, hits read low; hit rate 0.47% among 220,000;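 active means plate z-score of nuclear minus cytoplasmic receptor signal below a set negative limit, without overly bright fluorescence or cell loss, cut at about -3.5 in these data, passing the limit was not always enough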;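 further: z-score of nuclear minus cytoplasmic ring GR-EGFP intensity difference per well; some compounds called inactive have numbers as strong as hits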
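Also added – dexamethasone, 1.0 µM final · Buffer or medium – tet-free, stripped-serum medium · Schedule – induction 48 h, compound 1 h, agonist 30 min · Detection – formaldehyde fixation, Hoechst nuclear stain, 10x automated fluorescence imaging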
WT yeast gro inh mutant strain = also measured in WT yeast gro inh; calls as there; inhibition, %; mitochondrial fusion phenotypic screen, mutant strain inhibition
Dynein cargo inh cytoplasmic EGFP = further read-out of Dynein cargo inh, marked with its call; z-score; measured here: cytoplasmic GR-EGFP intensity; stronger effect = higher value
Dynein cargo inh nuclear GR-EGFP = further read-out of Dynein cargo inh, marked with its call; z-score; measured here: nuclear GR-EGFP intensity;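 lower value marks the stronger effect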
Dynein cargo inh cell count = second read-out of Dynein cargo inh, no call of its own (marks repeat the call); z-score; measured here: cell count per field
Ins promoter up cell count = further read-out of Ins promoter up, marked with its call; cell count; measured here: cytotoxicity, nuclei count;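 total cells summed across four imaged fields per well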
Lipid droplet cells 6.5 µM = second read-out of Lipid droplet, no call of its own (marks repeat the call); cell count; measured here: cell count, cytotoxicity flag;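 cells counted across two imaged fields per well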
bCat nuc transl cell count 5 µM = second read-out of bCat nuc transl, no call of its own (marks repeat the call); cell count; measured here: cell count, cytotoxicity flag
MT stabilizer Hoechst-high % = second read-out of MT stabilizer, no call of its own (marks repeat the call); % Hoechst-high responders; measured here: nuclear condensation Hoechst responders;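 share of cells brighter than vehicle mean plus two SD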
MT stabilizer cytotoxicity % = second read-out of MT stabilizer, no call of its own (marks repeat the call); toxicity, %; measured here: cytotoxicity by cell density;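 0% = mean cell density of plate MIN control wells and 100% = no cells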
Autophagy HCS cell loss 18 h = also measured in Autophagy HCS; calls as there; toxicity, %; measured here: cell loss, nuclei count;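 cell loss after 18 h compound exposure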
* marks the source's active call; other numbers are inactive results; i = inactive; ? = inconclusive; nt = no result given; + = active, no number. This is a subset; rates above refer to the full screens.

Each structure is followed by: Yfh1-depleted yeast	HEK293 NOD2/NF-kB	bCat nuc transl	bCat nuc transl cell count 5 µM	Ins promoter up	Ins promoter up cell count	MT stabilizer	MT stabilizer Hoechst-high %	MT stabilizer cytotoxicity %	Autophagy HCS	Autophagy HCS cell loss 18 h	Lipid droplet	Lipid droplet cells 6.5 µM	WT yeast gro inh	WT yeast gro inh mutant strain	Dynein cargo inh	Dynein cargo inh cytoplasmic EGFP	Dynein cargo inh nuclear GR-EGFP	Dynein cargo inh cell count
- CN1CCN(CC(=O)Nc2sc3c(c2C#N)CCC(C(C)(C)C)C3)CC1 (stereo not drawn)
 : i	6%	nt	nt	-3.3	1048	3.6	2.2	1.6	+	29*	13	717	31	30	0.11	-0.26	0.18	-0.49
- c1cnn(-c2nc(N3CCOCC3)nc(N3CCOCC3)n2)c1
 : i	-9%	-0.1	1101	-1.2	1426	1.8	2.3	8.2	i	3	nt	nt	6	3	-0.17	-0.21	0.082	0.34
- O=C(OCc1nc2scc(-c3ccccc3)c2c(=O)[nH]1)c1cc([N+](=O)[O-])ccc1Cl
 : i	-1%	-1.3	1004	0.08	1368	4.1	3.2	4.0	i	-11	-4	563	1	2	1.6	-0.18	0.93	-1.7
- O=C(c1cc2n(n1)C(C(F)(F)F)CC(c1ccc(F)cc1)N2)N1CCCC1 (stereo not drawn)
 : i	9%	nt	nt	nt	nt	4.9	3.1	7.4	i	-3	nt	nt	25	16	-0.48	-0.23	0.014	0.46
- O=c1cc(CSc2ccccc2)nc(-c2ccccc2)[nH]1
 : i	-8%	0.9	1004	0.12	1230	1.4	2.1	5.0	i	3	0	681	-2	-3	-0.68	-0.36	-0.052	0.73
- Cc1cccc(NC(=O)c2ccc3c(Cl)c4c(nc3c2)CCCC4)n1
 : i	-72%	-2.0	1169	-0.72	1270	5.6	1.7	8.2	i	0	9	719	6	31	-0.69	-0.23	0.012	0.08
- Cc1ccc(C)c2c(SC(C)C(=O)NCc3ccco3)nc(-c3ccccc3)nc12 (stereo not drawn)
 : i	16%	0.9	1140	0.29	1189	2.5	1.8	3.4	i	9	7	735	7	3	-0.67	-0.16	-0.011	0.23
- COc1ccc(-c2nnc(N3CCCCC3)c3ccccc23)cc1
 : i	10%	0.7	1301	-0.7	1631	2.4	1.1	9.4	i	19	nt	nt	16	31	-0.41	-0.14	0.38	1.1
- CCC(=O)N1CCc2cc(Br)cc(S(=O)(=O)NCC3CCCO3)c21 (stereo not drawn)
 : i	8%	-0.6	1103	0.07	1928	2.4	3.7	7.9	i	4	-3	674	-18	2	-0.53	-0.18	0.28	0.37
- CCC(C(=O)Nc1cccc(C(F)(F)F)c1)c1ccccc1 (stereo not drawn)
 : i	21%	-1.9	1361	0.67	1584	1.0	2.1	7.2	i	24	nt	nt	22	32	0.28	-0.19	0.097	-0.13
- Cc1cc(C)nc(N2C(=O)CC(Cc3ccc(Cl)cc3)C2=O)n1 (stereo not drawn)
 : i	9%	1.0	1547	0.58	1379	3.2	2.3	4.9	i	5	25	707	-11	8	0.014	-0.12	-0.055	0.26
- COc1ccccc1N1CCN(C(=O)COc2ccc(Cl)cc2Br)CC1
 : i	25%	7.8	744	0.07	1203	23	10	25	i	11	nt	nt	4	9	-0.72	-0.19	-0.23	0.54
- COc1ccc(NC(=O)c2ccc(-n3cccn3)nc2)c(OC)c1
 : i	11%	-0.7	1395	-0.16	1625	2.0	1.8	2.8	i	5	nt	nt	-5	-4	0.4	-0.2	0.016	-0.24
- COCc1cc(=O)[nH]c(/N=C(\N)Nc2c(F)cccc2F)n1
 : i	9%	-1.1	1360	-0.48	993	nt	nt	nt	nt	nt	-22	675	nt	nt	-0.55	-0.2	0.043	0.093
- CCCn1c(N)c(Sc2ccc([N+](=O)[O-])cc2)c(=O)n(CCC)c1=O
 : i	18%	1.1	955	-0.82	995	3.0	2.6	6.1	i	-9	-2	676	-6	-20	2	-0.14	0.87	-1.1
- CCC(=O)Nc1ccc(N2CCC(C)CC2)cc1
 : i	11%	0.7	1142	nt	nt	3.5	2.6	5.4	i	-1	0	734	-13	-12	-1.1	-0.14	-0.49	1.6
- C#CCNC(=O)C1=C[C@H](c2cn(C(C)=O)c3ccccc23)[C@@H](CCCO)[C@H](OCC)O1
 : i	-13%	-0.5	1140	0.77	1373	2.4	1.3	5.4	i	-74	-4	575	-1	9	-0.38	-0.21	0.086	0.29
- Cc1ccccc1OCC(=O)N(Cc1cccs1)C1CCS(=O)(=O)C1 (stereo not drawn)
 : i	5%	-4.4	869	-0.31	789	1.0	1.4	7.2	i	-1	nt	nt	3	-8	0.18	-0.2	0.088	0.004
- CCn1c(NC(=O)C(C)C)c(-c2cccs2)c(=O)c2ccccc21
 : i	-17%	-0.8	1418	0.5	1038	nt	nt	nt	nt	nt	-6	712	nt	nt	1.8	-0.18	0.75	-0.76
- Cc1ccc(/C=C/C(=O)Nc2ccc([N+](=O)[O-])cc2)o1
 : i	-19%	0.6	1458	?	nt	1.1	0.9	8.1	i	16	nt	nt	8	9	-1	-0.17	-0.5	0.5
- CCS(=O)(=O)c1ccc2oc(SCC(=O)Nc3ccc(OC)c(OC)c3)nc2c1
 : i	0%	0.0	1169	-0.08	1201	2.1	3.1	7.6	i	-7	11	720	-9	-12	-0.68	-0.19	-0.41	0.13
- CCOC(=O)C1=C(Nc2ccc(C)cc2)CC(C)(O)C(C(=O)OCC)C1c1ccccc1 (stereo not drawn)
 : i	21%	-0.2	1251	0.98	1430	2.6	2.1	12	i	-4	nt	nt	52	9	-0.56	0.54	-0.3	0.27
- CN(C)c1ccc(/C=N/Nc2cc(N3CCOCC3)nc(N3CCOCC3)n2)cc1
 : i	10%	-1.0	1141	-0.33	1170	2.6	0.8	1.3	i	16	-2	716	2	-2	1.7	-0.18	1.1	-0.99
- CSc1ccccc1C(=O)Nc1ccccc1C(=O)N1CCCC1
 : i	3%	0.5	1506	0.11	1538	4.2	1.1	2.0	i	11	nt	nt	-7	4	1.8	-0.21	1.3	-0.88
- CCOC(=O)C1CCCN(C(=O)CSc2nccn2C)C1 (stereo not drawn)
 : i	-12%	-0.8	896	0.36	1086	4.9	2.2	4.6	i	14	nt	nt	-19	-51	-0.3	0.09	0.23	0.77
- O=C(C1CCC(CNc2nc(=S)[nH]c3ccccc23)CC1)N1CCN(c2ccccn2)CC1 (stereo not drawn)
 : nt	30%	-1.9	1410	-1	741	5.6	1.8	0.9	i	5	nt	nt	4	-7	-0.14	-0.044	0.23	-0.81
- C=CCn1c(=NC(=O)c2ccco2)sc2cc(C(=O)OCC)ccc21
 : i	-3%	-2.2	1184	-0.15	1399	5.7	3.0	9.6	i	12	-20	587	13	3	0.096	-0.22	0.023	-0.09
- CC(C)NC(=O)CCCC(=O)NC(C)C
 : i	15%	nt	nt	-0.37	1474	2.3	1.6	3.2	i	8	5	737	-4	16	-0.43	-0.25	-0.16	0.7
- Cc1nc([N+](=O)[O-])cn1CC(O)c1ccccc1 (stereo not drawn)
 : i	8%	0.0	1329	-0.1	1171	nt	nt	nt	nt	nt	16	713	nt	nt	-0.52	-0.13	-0.18	0.32
- Cc1c(Cl)c([N+](=O)[O-])nn1CCCC(=O)Nc1c(C)n(C)n(-c2ccccc2)c1=O
 : i	12%	0.3	1023	-0.61	1210	1.1	1.2	1.9	i	5	5	667	1	5	-0.39	-0.29	-0.35	0.47
- O=C(O)CCNc1nc(C(F)(F)F)nc2ccccc12
 : i	-21%	-4.2	1057	-0.51	1644	2.3	1.0	6.2	i	18	-14	547	-1	-7	0.26	-0.18	0.31	-0.15
- C=CCOC(=O)C1=C[C@@H](c2coc3ccccc3c2=O)[C@H](CCCO)[C@@H](OCC)O1
 : i	15%	-1.6	1149	-1.4	1364	2.6	2.4	7.2	i	-9	-1	654	-30	-16	-1.1	-0.14	-0.26	0.76
- CC(=O)N(Cc1cc2cc(C)c(C)cc2n2nnnc12)CC1COCCO1 (stereo not drawn)
 : i	17%	-1.4	803	0.46	1416	2.4	1.5	7.7	i	52	nt	nt	0	1	-0.33	-0.14	0.065	0.66
- CC1CCCN(S(=O)(=O)c2ccc(NC(=O)CCN3C(=O)c4ccccc4C3=O)cc2)C1 (stereo not drawn)
 : i	9%	-0.9	1365	0.41	1495	2.7	1.9	6.1	i	3	nt	nt	-3	0	-0.44	-0.18	-0.036	-0.016
- COC(=O)C1(C)CN(S(=O)(=O)c2ccc(C)cc2)c2cc(OC)ccc2C1=O (stereo not drawn)
 : i	10%	-0.7	492	-0.5	1348	2.2	2.7	6.0	i	-13	-14	668	2	-6	-0.39	-0.34	-0.56	0.95
- C/C(=N\NC(=O)CSc1nnc(C)s1)c1ccc(Cl)cc1
 : i	1%	0.9	1064	-0.29	1424	3.9	2.4	4.6	i	3	15	608	-10	-5	-0.25	-0.074	-0.044	0.085
